# CatG inh = inhibitors of human cathepsin G. P08311. purified enzyme, AMC-tetrapeptide fluorescence, pooled mixtures. inhibition, % at 5 µM (by protocol). 0.2% of 62,000 active. AID 581;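 active = inhibition above 20% in each of the two mixture wells holding the compound; inactive = inhibition of 20% or less in either well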;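 note: 0% = enzyme control without mixture and 100% = blank lacking enzyme; strong numbers were not always called active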
# Target sequence (P08311 21-244 limits assumed): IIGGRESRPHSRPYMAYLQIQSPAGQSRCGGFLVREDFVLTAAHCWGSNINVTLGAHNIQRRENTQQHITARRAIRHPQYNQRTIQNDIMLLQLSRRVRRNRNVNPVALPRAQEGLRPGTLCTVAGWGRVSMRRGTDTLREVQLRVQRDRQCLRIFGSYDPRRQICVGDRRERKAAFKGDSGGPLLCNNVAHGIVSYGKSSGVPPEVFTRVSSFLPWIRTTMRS
# 5HT1a ag = activates the human 5-HT1a serotonin receptor | P08908 | CHO 5-HT1a Ga15 NFAT-bla reporter, FRET ratio; 0% basal, 100% maximal reference agonist | activation, % at 10 µM | 0.56% of 65,000 active;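 active = activation above the screen-wide mean activation plus 3 SD, cut at about 19% in these data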;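 note: 0% = DMSO wells and 100% = 5-CT at EC100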
# FXIa inh mix = factor XIa (human) inhibition, mixture screen; inhibition, % at 5 µM; P03951; AID 680; 0.19% of 62,000 active; purified FXIa, fluorogenic substrate, pooled mixtures;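 note: each value is inhibition by a whole ten-compound pool holding the compound; 0% = enzyme with no mixture and 100% = wells lacking enzyme; strong numbers were not always called active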
# Cdc25B block = inhibitors of human Cdc25B phosphatase | P30305 | recombinant Cdc25B, OMFP fluorescence Ex485/Em525 | inhibition, %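 (compounds tested at 10 µM final in the well)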 | 0.1% of 65,000 active | AID 368; in the data active = inhibition above about 50%
# DUSP1 inh = blocks human MKP-1 phosphatase activity; P28562; recombinant MKP-1, OMFP hydrolysis fluorescence; inhibition, %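 (compounds tested at a single concentration somewhere between 10 and 100 µM)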; 0.15% of 65,000 active;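 active = inhibition above about 50%, limit read from the data; inconclusive = inhibition over screen mean plus 3 SD, below that limit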;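 note: 0% = DMSO max control wells and 100% = wells with enzyme stopped by NaOH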
# Target sequence (P28562 whole entry, looked up): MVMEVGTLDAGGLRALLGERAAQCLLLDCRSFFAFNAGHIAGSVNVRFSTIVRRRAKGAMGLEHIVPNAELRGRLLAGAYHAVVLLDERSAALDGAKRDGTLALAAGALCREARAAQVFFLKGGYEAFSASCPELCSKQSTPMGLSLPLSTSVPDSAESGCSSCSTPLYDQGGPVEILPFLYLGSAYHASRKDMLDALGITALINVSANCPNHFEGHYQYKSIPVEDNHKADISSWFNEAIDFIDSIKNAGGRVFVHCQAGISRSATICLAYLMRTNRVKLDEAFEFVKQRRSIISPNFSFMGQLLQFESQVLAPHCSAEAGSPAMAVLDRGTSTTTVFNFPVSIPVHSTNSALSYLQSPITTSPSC
# FXIIa mix inh = factor XIIa (human) inhibition, mixture screen; 0.2% of 62,000 active; purified FXIIa, fluorogenic substrate, pooled mixtures; inhibition, % at 5 µM; P00748;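 note: 0% = enzyme without compound and 100% = no enzyme blank; some results filed as inactive read as strong as hits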
# CatL block = blocks human cathepsin L protease activity. 0.17% of 58,000 active. P07711. purified cathepsin L, fluorogenic substrate, fluorescence. inhibition, %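 (tested at 10 µM)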. AID 460; in the data active = inhibition above about 45%;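 note: 0% = enzyme with no compound and 100% = no enzyme blank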
# Target sequence (P07711 114-288 limits assumed): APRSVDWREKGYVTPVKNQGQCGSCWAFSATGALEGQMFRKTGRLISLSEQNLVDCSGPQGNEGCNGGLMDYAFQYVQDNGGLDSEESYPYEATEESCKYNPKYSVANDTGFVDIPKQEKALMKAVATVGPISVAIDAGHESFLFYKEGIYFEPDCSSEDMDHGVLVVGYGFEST
# Target sequence (P07711 292-333 limits assumed): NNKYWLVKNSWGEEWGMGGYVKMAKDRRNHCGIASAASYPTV
# C1s inh = blocks human complement C1s protease activity; P09871; purified C1s, fluorogenic AMC substrate, pooled mixtures; mean inhibition % of two 10-compound mixtures (active compounds read high), % at 5 µM (by protocol); 0.16% of 62,000 active; AID 538;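 active = inhibition above 20% in each of the two 10-compound mixture wells holding the compound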;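 note: 0% = enzyme wells lacking compound mixture and 100% = no-enzyme blank wells; some compounds called inactive have numbers as strong as hits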
# Hsp90 block = displaces geldanamycin probe from tumor Hsp90. P07900. NCI-N417 lysate Hsp90, Cy3B-geldanamycin FP displacement. inhibition, % at 30 µM. 0.35% of 64,000 active. AID 429;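 active = inhibition above 50%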;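 note: 0% = tracer plus lysate wells and 100% = tracer alone without lysate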
# * hit, by the source's call; ? = inconclusive; · = not tested or not shown. Cut-off read from the data, not from the text of the source, unless noted: active = inhibition above about 20% (passing the limit was not always enough); inactive = the rest.
SMILES,CatG inh,5HT1a ag,FXIa inh mix,Cdc25B block,DUSP1 inh,FXIIa mix inh,CatL block,C1s inh,Hsp90 block
Cc1nnc(SCC(=O)Nc2ccc(S(=O)(=O)N3CCCC3)cc2)n1N,-5.9,-1.8,3.3,-7.6,27.2,1.0,3.4,-4.0,-0.2
COc1ccc(N(CC(=O)Nc2cccc(C(=O)O)c2)S(=O)(=O)c2c(C)noc2C)cc1,3.5,-2.7,-2.7,2.5,7.4,-9.4,2.4,-18.0,-1.4
O=C(Cn1c(=O)[nH]c2ccsc2c1=O)N1CCN(c2ccc(F)cc2)CC1,4.9,2.8,-2.3,2.0,-2.6,2.7,12.2,-3.5,0.4
CC1CCCC(NC(=O)CSc2ncccc2C(=O)O)C1C (configuration not stated),-42.1,-3.4,9.3,24.0,-1.3,5.8,19.6,2.5,1.1
O=C(Nc1cccc(-c2nc3cc(Cl)ccc3o2)c1)C1CCCO1 (configuration not stated),-0.5,-0.9,0.6,2.8,13.7,-5.8,1.5,-36.2,-2.3
COC(=O)CN(c1cccc(C(C)=O)c1)S(C)(=O)=O,6.0,0.3,2.6,-7.9,7.0,1.0,-6.2,0.3,-4.3
CC1(C)Cc2noc(N)c2C(C)(C)N1O,4.7,3.3,2.8,-11.0,29.3,-10.2,12.3,18.4,-1.4
COc1ccc(-c2cc3nc4n(c(=O)c3s2)CCC4)cc1,-25.4,-1.3,-19.8,-5.6,1.9,-4.1,-43.2,-183.8,-1.4
CC(C)CCn1c(=O)c2ccccc2n2c(COC(=O)c3ccc(S(=O)(=O)N(C)C)cc3)nnc12,11.0,-4.2,4.1,-5.8,14.1,-7.2,-2.4,3.0,-0.6
O=C(CCS(=O)(=O)c1cccs1)NC1CCCCCC1,4.5,-1.3,-2.9,-19.3,9.6,-14.7,-9.0,-1.0,·
Clc1ccc(-c2nnc(NC3=NCCCCC3)o2)cc1,10.7,-0.7,-0.7,7.9,-12.0,0.0,15.8,-0.9,-2.6
O=C(CCC(=O)c1cccs1)Nc1nnc(C2CC2)s1,6.4,-1.6,-0.3,1.7,13.5,8.6,12.4,14.7,-3.2
CC(=O)NC1CSCC1OC(C)=O (configuration not stated),-0.8,-2.1,1.9,-8.4,-9.9,4.2,17.5,1.9,-3.2
COc1ccc(CNC(=O)CN(c2cc(C)cc(C)c2)S(=O)(=O)c2c(C)noc2C)cc1,-1.1,2.1,8.6,-16.5,1.1,-14.5,·,-0.3,-2.6
CC(C)(C)c1ccc(Cn2nnc3c(=O)[nH]c(C4CCCN(C(=O)Cc5cccs5)C4)nc32)cc1 (configuration not stated),2.0,2.5,10.9,-1.9,?,25.1,·,-28.5,-1.7
CCCCN=CC1=C(O)C(C(=O)OC)C(C)(C)CC1=O (configuration not stated),-12.2,-0.4,-2.2,-13.0,-9.3,-6.1,1.7,-5.0,-2.9
CC1=C(C(=O)Nc2ccc(F)cc2)C(c2cccc(C)c2)n2nc(CCCO)nc2N1 (configuration not stated),13.8,-4.1,6.5,1.6,6.7,2.3,-6.1,15.7,-2.3
CC(C(=O)NC1CCCC1)N(Cc1ccco1)C(=O)c1snc(C(=O)NC2CCCC2)c1N (configuration not stated),-5.2,1.0,0.1,-14.8,-10.5,2.6,17.1,0.0,-3.1
CCOc1cc(N2CCOCC2)c(OCC)cc1NC(=O)Cc1ccc(OC)c(OC)c1,12.1,1.8,3.9,-8.0,36.0,7.4,-4.5,8.9,27.0
O=C(Nc1nnc(-c2ccccc2)o1)Nc1ccccc1Cl,14.9,-5.1,4.2,-4.6,11.8,1.2,-6.0,7.1,0.2
CCOC(=O)N1CCN(C(=O)CCc2c(C)nc3c(c(C)nn3-c3ccc(C)c(C)c3)c2C)CC1,5.5,8.4,3.6,-18.1,41.2,0.4,7.3,-0.3,-3.6
COc1ccc(OC)c2c1CCC2=O,-4.9,3.3,1.2,1.3,-28.6,-22.4,-50.0,-23.0,-9.6
Cc1cc(NC(=O)C2CCCN(S(=O)(=O)c3c(C)noc3C)C2)no1 (configuration not stated),6.7,-0.9,2.3,-10.7,-0.5,-19.2,9.9,-22.1,-0.1
O=c1c2ccccc2[nH]c(=S)n1CCN1CCN(Cc2ccccc2)CC1,1.5,-0.4,5.9,-3.6,-8.9,3.6,1.4,-19.5,1.6
CCn1c(=O)cc(OCC(=O)Nc2ccccc2N2CCN(C)CC2)c2ccccc21,7.8,-1.4,-0.2,-5.0,-4.1,1.4,·,-3.2,-4.7

# Going on with the list.
SMILES,CatG inh,5HT1a ag,FXIa inh mix,Cdc25B block,DUSP1 inh,FXIIa mix inh,CatL block,C1s inh,Hsp90 block
COc1cc(C(=O)NCC(c2ccco2)N2CCCC2)ccc1OCc1c(C)noc1C (configuration not stated),-4.8,-0.7,8.5,-8.3,12.2,-2.3,2.2,-8.6,·
COc1ccc(C(=O)C(CN2CCOCC2)c2ccccc2)cc1F (configuration not stated),7.1,-2.3,-1.4,-1.3,-33.7,2.5,1.7,-1.3,0.1
Cc1cc(C)n(CC2CC(=O)N(c3cc(Cl)cc(Cl)c3)C2=O)n1 (configuration not stated),2.2,1.1,12.6,20.0,-29.2,5.0,2.5,-1.5,-1.8
O=C(C1=C(O)C(=O)N(CC2CCCO2)C1c1cccnc1)c1ccco1 (configuration not stated),-0.2,-3.9,8.9,-5.0,-2.8,3.4,-6.5,2.9,2.6
CN(C)S(=O)(=O)c1cccc(C(=O)OCC(=O)Nc2ccccc2OC(F)F)c1,30.6,0.4,8.1,-1.6,15.7,3.3,1.1,15.6,-5.5
CC1(N2CCCCC2)CC2(O)C(=[N+]1[O-])CCC/C2=N\O (configuration not stated),-1.3,-0.7,-2.6,-17.9,-16.2,5.2,-2.9,-14.5,-3.5
Cc1onc(-c2ccccc2)c1C(=O)Nc1ccc(OC(C)C)cc1,-7.3,-2.2,4.0,-3.7,-2.0,1.5,4.5,-15.4,2.2
CC1CCCC(C)N1Cc1cn2ccccc2n1 (configuration not stated),4.7,-0.8,16.1,1.6,1.2,3.5,19.4,3.4,1.6
Cc1ccc2cc(C#N)c(NCc3ccco3)nc2c1,12.5,-1.6,4.0,-6.4,12.2,2.8,-12.4,6.5,-3.7
CCC(C)NC(=O)CCC(=O)Nc1ccc2nc(N3CCOCC3)cc(C)c2c1 (configuration not stated),-1.9,-1.2,-2.2,3.4,-9.5,-2.0,7.2,-21.1,-3.4
O=C(CSc1ncccn1)NCCc1ccccc1,6.2,0.7,-0.8,-11.4,-11.1,4.4,10.7,-15.1,-5.1
Cn1c(NCCc2ccccc2)cc(=O)n(C)c1=O,6.6,-3.5,-3.2,-8.1,15.7,2.5,7.8,13.4,-4.9
COc1cccc(-c2nnn(CC(=O)O)n2)c1,4.0,-3.7,10.0,-0.8,8.3,2.5,6.8,-11.9,-0.4
CCCc1cc(N2CCCC(C(=O)Nc3ccc(OC)cc3OC)C2)n2ncnc2n1 (configuration not stated),-1.1,0.5,4.7,-13.4,11.4,-14.1,0.8,-0.6,1.3
Cc1cc(=O)n(-c2ccc3ccccc3n2)[nH]1,10.9,-2.8,0.6,0.4,-12.4,1.2,9.9,0.4,-8.4
N#Cc1nc(-c2ccc(F)cc2)oc1NCCN1CCOCC1,-3.2,-3.1,-3.6,-7.7,2.6,-16.3,·,-57.8,-1.9
CCCCOc1ccccc1C(=O)NCC(=O)O,-0.4,-3.7,7.8,4.2,-28.1,-1.3,-15.7,2.3,-0.7
COc1ccc(OC)c(-c2nnc(SCC(=O)NC3CCCCC3)o2)c1,-10.4,-0.9,-0.6,-2.1,1.4,7.5,-5.9,-9.8,1.1
Cc1nc(NCCO)c2nnn(Cc3ccccc3F)c2n1,-1.0,1.4,-6.0,-6.9,-1.6,-6.1,0.7,-23.6,-0.8
O=C(O)c1ccc(S(=O)(=O)Cc2ccccc2)cc1,1.8,-2.3,-3.3,16.1,-1.8,2.3,7.6,-8.6,0.8
CSc1ccccc1C(=O)NCc1ccc2c(c1)OCO2,-0.9,-3.5,7.8,-6.5,19.6,-0.3,-1.9,-2.1,-1.5
O=C(Nc1ccc(C(F)(F)F)cc1)C1CCCN1S(=O)(=O)c1cccc2cccnc12 (configuration not stated),9.9,-1.9,4.1,-9.5,6.5,0.8,8.0,7.1,-4.3
COc1ccc(NC(=O)CSc2nc3c(c(=O)n2-c2ccc(F)cc2)SCC3)c(OC)c1,3.4,1.5,4.3,8.0,16.0,7.0,-4.3,2.8,2.2
Cc1cc(C(=O)CSc2nnc(-c3cccc(F)c3)n2N)c(C)n1Cc1ccc2c(c1)OCO2,-0.2,-0.3,-3.9,0.0,8.2,2.0,·,-18.3,-4.7
Cc1ccc2[nH]c(-c3ccccc3)cc(=O)c2c1,-0.8,-4.4,8.5,-4.7,3.5,10.0,·,-1.9,-0.5

# Further entries:
SMILES,CatG inh,5HT1a ag,FXIa inh mix,Cdc25B block,DUSP1 inh,FXIIa mix inh,CatL block,C1s inh,Hsp90 block
C=C(C)Cn1c(CCNC(=O)C(C)(C)C)nc2ccccc21,-2.0,-3.4,3.0,-21.5,-3.1,4.7,-9.4,-16.5,·
Cc1nc2sc(C(c3ccco3)N3CCN(c4ccccc4)CC3)c(O)n2n1 (configuration not stated),11.2,-2.4,5.9,-5.2,2.4,19.6,·,17.3,-2.3
COc1ccc2c(c1)C(=NO)c1cc(OC)ccc1-2,-12.6,-2.7,13.4,0.6,-17.5,2.7,7.7,11.5,-4.3
COc1ccc(-c2cc(-c3ccccc3)n3ncnc3n2)cc1,·,0.3,·,18.6,-28.4,·,-279.4,·,-1.8
CC1CCN(C(=O)c2scc3c2OCCO3)CC1,-1.2,-0.4,13.4,0.0,-28.5,9.3,8.2,-29.3,-4.7
COc1cc(NS(=O)(=O)c2ccc(NC(C)=O)cc2)cc(OC)c1,-2.8,1.5,2.6,-3.1,11.2,-3.0,0.9,-3.8,-2.7
CCn1c(=O)n(CC(=O)NCc2ccccc2OC)c(=O)c2ccccc21,10.2,-2.6,-2.8,-4.4,-4.0,-17.1,0.0,-0.7,-1.0
CCc1ccc2nc(NC(=O)CSCc3c(C)noc3C)sc2c1,-10.1,3.7,-8.1,-6.0,-2.6,0.7,3.5,-42.4,-1.3
COc1ccc(C(=O)NCc2nnc(SC)n2C2CCCCC2)cc1,0.5,-1.3,19.2,-0.6,-8.1,-16.1,20.1,-3.0,-1.8
COc1ccc(NC(=O)C(C)NS(=O)(=O)c2ccc(NC(C)=O)cc2)cc1Cl (configuration not stated),5.1,-0.7,7.2,-5.8,-7.4,-21.7,9.1,0.1,-2.2
O=C1/C(=N/n2cnnc2)c2ccccc2N1Cc1ccccc1,8.1,0.8,0.3,3.6,21.6,2.8,14.1,3.3,-9.1
CCC1=NC(c2ccccc2OC)N(O)C1(C)C (configuration not stated),-0.5,-2.3,0.3,-13.7,3.4,4.7,8.1,-32.3,1.5
COCc1cc(C)nc2sc(C(=O)N3CCCC3)c(N)c12,-5.6,-3.4,3.4,-9.3,-10.6,-0.9,2.1,-35.8,-11.2
O=C(c1ccco1)N1CCN(C(=O)c2cc3c(=O)oc4ccccc4c3s2)CC1,1.7,-0.5,10.4,18.7,10.9,-21.0,·,-9.3,-0.6
Cn1c(=O)n(C)c2cc(S(=O)(=O)N3CCCc4ccccc43)ccc21,9.4,-0.2,8.2,0.1,16.2,4.2,-6.3,12.1,-3.2

# Copied from the list.
# Entry for COc1ccc(NC(=O)C(C)NS(=O)(=O)c2ccc(NC(C)=O)cc2)cc1Cl (configuration not stated) under CatG inh: 5.1
# Entry for CCn1c(=O)n(CC(=O)NCc2ccccc2OC)c(=O)c2ccccc21 under CatL block: 0.0
# Entry for O=C1/C(=N/n2cnnc2)c2ccccc2N1Cc1ccccc1 under FXIIa mix inh: 2.8

# Bioassay records as filed in PubChem BioAssay.
